FadD28 FP inh – M. tuberculosis FadD28 bisubstrate binding inhibition; FadD28 bisubstrate probe binding, fluorescence polarization; inhibition, % at 12.5 µM; 0.22% of 360,000 active; AID 588549; in the data active = inhibition above about 8.5%, passing the limit was not always enough; inconclusive = no clear call, values can overlap the other calls
GDH-TPI inh – counter-screen for M. tuberculosis FBA inhibitors: GDH-TPI coupled enzymes; inhibition, % at 4.8 µM; GDH-TPI coupled enzyme counterscreen, NADH absorbance; 1.2% of 360,000 active; AID 588335; in the data active = inhibition above about 30%;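 note: 0% = DMSO wells and 100% = wells lacking the enzyme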
UGM FP inh – inhibitors of M. tuberculosis UDP-galactopyranose mutase | P9WIQ1 | purified UGM, fluorescence polarization probe displacement | inhibition, % at 10 µM | 0.06% of 320,000 active; in the data active = inhibition above about 10%, passing the limit was not always enough; inconclusive = no clear call, values can overlap the other calls
Target sequence (P9WIQ1 whole entry, looked up): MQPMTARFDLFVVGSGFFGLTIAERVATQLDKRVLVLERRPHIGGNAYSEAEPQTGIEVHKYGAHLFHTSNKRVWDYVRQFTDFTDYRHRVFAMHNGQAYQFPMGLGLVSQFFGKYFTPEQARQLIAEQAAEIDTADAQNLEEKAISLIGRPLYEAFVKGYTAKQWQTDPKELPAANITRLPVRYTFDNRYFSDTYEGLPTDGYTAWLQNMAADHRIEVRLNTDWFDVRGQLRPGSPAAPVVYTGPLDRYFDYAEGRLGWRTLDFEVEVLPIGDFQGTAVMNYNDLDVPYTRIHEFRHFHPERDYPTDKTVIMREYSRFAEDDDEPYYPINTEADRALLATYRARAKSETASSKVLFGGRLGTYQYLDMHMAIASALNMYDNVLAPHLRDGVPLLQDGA
BioA inh – BioA (M. tuberculosis) enzyme inhibition; inhibition, % at 9.99 µM; AID 602481; 0.096% of 360,000 active; purified M. tuberculosis BioA enzyme, plate reader; in the data active = inhibition above about 40%; inconclusive = no clear call, values can overlap the other calls
Rv3671c inh – Rv3671c (M. tuberculosis) protease inhibition | P9WHR9 | inhibition, % at 5.96 µM | 0.048% of 320,000 active; in the data active = inhibition above about 38%;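 note: extracellular domain of Rv3671c used as enzyme; 0% = enzyme with DMSO and 100% = no enzyme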
Mtb FBA inh – Mtb fructose-bisphosphate aldolase inhibition; purified M. tuberculosis FBA, fluorescence read-out; 2.3% of 360,000 active; inhibition, % at 1 µM; P9WQA3; in the data active = inhibition above about 27%;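 note: 0% = vehicle and 100% = reference inhibitor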
Target sequence (P9WQA3 whole entry, looked up): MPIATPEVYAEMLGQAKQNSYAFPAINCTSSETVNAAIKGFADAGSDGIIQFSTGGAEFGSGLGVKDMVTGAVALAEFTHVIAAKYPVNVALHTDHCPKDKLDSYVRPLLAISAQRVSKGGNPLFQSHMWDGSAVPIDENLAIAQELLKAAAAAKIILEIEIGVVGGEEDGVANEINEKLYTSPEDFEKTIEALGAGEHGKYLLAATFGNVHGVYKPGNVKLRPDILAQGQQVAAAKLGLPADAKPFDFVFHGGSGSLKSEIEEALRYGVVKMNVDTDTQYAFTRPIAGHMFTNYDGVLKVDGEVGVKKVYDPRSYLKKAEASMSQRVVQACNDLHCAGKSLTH
BoNT-F LC inh – inhibitors of Botulinum neurotoxin F light chain protease. Multiplex microsphere protease cleavage assay, flow cytometry. inhibition, % at 10 µM. 0.22% of 360,000 active; in the data active = inhibition above about 35%, passing the limit was not always enough; inconclusive = no clear call, values can overlap the other calls; note: plate controls were buffer without enzyme for full effect and enzyme alone for no effect
MazF activator – MazEF (E. coli) toxin RNase activation | P0AE70 | FAM/BHQ RNA-DNA oligo cleavage fluorescence, 5 h | activation, % at 20 µM | 0.32% of 350,000 active; in the data active = activation above about 50%
Target sequence (P0AE70 whole entry, looked up): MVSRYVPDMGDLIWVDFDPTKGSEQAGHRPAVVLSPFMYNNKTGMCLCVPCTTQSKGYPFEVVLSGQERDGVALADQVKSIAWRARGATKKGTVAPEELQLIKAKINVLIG
PrPC TRFRET – reduces human prion protein on the cell surface; inhibition, % at 13.8 µM; 0.43% of 370,000 active; P04156; AID 720596; cell surface PrPC, TR-FRET read-out; in the data active = inhibition above about 24%; note: 0% = median of the test wells and 100% = reference compound wells
* = called active by the depositor; ? = inconclusive; . = not tested or not shown; + = active, no number; & = joins results of further samples. Rows were taken by chance; overall some 4.8% were active at least once.

SMILES	FadD28 FP inh	GDH-TPI inh	UGM FP inh	BioA inh	Rv3671c inh	Mtb FBA inh	BoNT-F LC inh	MazF activator	PrPC TRFRET
Cc1ccc(CCNc2ncnc(Cl)c2N)cc1	-0.3	1	.	3.2	.	-4	-21	-5	7
Cc1ccc(Sc2ccc(N)cc2C#N)cc1	-0.9	4	-0.9	-1.5	-4	14	0	-1	3
Clc1cncc(Cl)c1N/N=C/c1ccccc1	-2.8	9	0.8	.	-7	0	-5	3	1
Cc1cc(C)c(NC(=O)NC(=O)C(Cl)(Cl)Cl)c(C)c1	-0.5	0	0.6	-1.2	3	-2	-5	-2	13
CC(=O)c1sc2nc(C)c3c(c2c1N)CCCC3	-3.4	0	-3.2	19	-3	22	?	10	-29
COCC(=O)Nc1cc(C(=O)Nc2cccc(C)c2C)ccc1Cl	-3.3	1	-2.2	-1.3	8	0	8	4	0
COCCCn1c(=O)c2ccccc2n(Cc2cccc(C)c2)c1=O	-4.0	-5	-0.2	-0.3	9	2	-14	2	5
O=C(NCc1ccco1)C1CC(=O)N(c2ccc(O)cc2)C1 (stereo not given)	-0.8	4	0.0	-3.6	7	0	-16	5	-3
COc1ccc(NC(=O)COC(=O)CCc2ccccc2)c(OC)c1	0.5	4	-0.6	-1.8	-8	2	4	5	9
O=C(C(c1ccccc1)C(O)(c1ccccc1)c1ccccc1)N1CCOCC1 (stereo not given)	0.0	9	.	-2.8	.	-4	-12	2	-1
NC(=O)C1CCN(c2nc(-c3ccc4ccccc4c3)cs2)CC1	1.1	9	1.0	0.4	3	1	-8	5	-7
S=c1[nH]nc(Nc2cccc3ccccc23)s1	-2.5	13	2.3	4.0	5	1	-4	-2	8
Clc1cccc(-c2cccc3nccn23)c1Cl	-4.7	4	.	2.7	.	7	-1	.	-2
O=C(OC(C(=O)NC1CCCC1)c1ccccn1)c1cccs1 (stereo not given)	-4.3	-2	1.1	-1.9	-20	-1	2	2	-9
NC(=O)c1cc2ccccc2o/c1=N/NC(=O)c1cccc(F)c1	-2.0	9	-1.3	1.5	-11	-2	5	16	-14
O=C1CN(C(=S)NC(=O)c2ccccc2[N+](=O)[O-])CCN1	-2.1	12	-1.2	-0.9	0	1	2	-4	-2
COc1cccc2c(=O)c3ccoc3n(C)c12	-0.7	22	3.6	8.8	1	40*	-7	-4	0
CCOc1ccccc1N1CCN(c2nc3ccccc3nc2C(C#N)C(=O)OC)CC1 (stereo not given)	-0.4	-1	0.8	-0.9	3	11	1	-4	-8
COc1cc(CCC(=O)N2CCN(S(=O)(=O)c3ccc(C)c(C)c3)CC2)cc(OC)c1OC	-4.2	1	1.0	-2.1	2	1	6	-3	.
CN(C)c1ccc(NC(=O)CSc2nc3ccccc3c(=O)n2CC2CCCO2)cc1 (stereo not given)	-0.4	1	0.2	-2.3	-3	-1	1	1	-1
OCCN1CCN(CCCN2c3ccccc3Sc3ccc(C(F)(F)F)cc32)CC1	-3.5	2	-2.0	1.8	6	-3	-4	21	-19
COc1ccc([N+](=O)[O-])cc1NC(=O)C(C)OC(=O)CSC(C)C(=O)Nc1cc(C)on1 (stereo not given)	0.0	19	-1.8	8.1	-6	5	9	3	-25
CCOP(=O)(OCC)c1ccc(OP(=O)(c2cccc([N+](=O)[O-])c2)c2cccc([N+](=O)[O-])c2)cc1	0.6	-4	0.0	.	5	1	1	3	0
O=C(NCCc1ccco1)C(=O)NCC1OCCCN1S(=O)(=O)c1ccc(Cl)cc1 (stereo not given)	0.5	6	0.9	-3.0	-1	1	1	2	4
CCOC(=O)Cc1csc(NC(=O)c2ccc(S(=O)(=O)N(CCOC)CCOC)cc2)n1	-1.7	14	0.7	.	-5	-4	2	0	-3
CC(C)Cn1c(N)c(C(=O)COC(=O)/C=C/c2cccs2)c(=O)n(C)c1=O	-1.4	11	-0.9	.	-13	-2	3	6	5
CN(CC(=O)Nc1cccc(F)c1)C(=O)CN1C(=O)NC2(CCCCC2)C1=O	-1.7	2	1.3	.	-8	-1	2	-6	-3
O=C(CN1CCN(C(=O)C2CCN(C(=O)/C=C/c3ccccc3)CC2)CC1)Nc1ccccc1Cl	-0.7	4	.	-1.1	.	4	-1	1	-7
CCOc1cc2c(C#N)c(N3CCCC3)nc(N)c2c(N)n1	2.0	9	0.1	-2.8	-8	6	1	8	-3
Cc1c(NC(=O)N(C)c2ccccc2)c(=O)n(-c2ccccc2)n1C	0.1	8	-2.8	-1.2	3	1	?	7	1
N/C(=N\OC(=O)CCc1ccccc1)c1ccc(Br)cc1	-3.8	-8	0.6	2.9	1	-5	2	6	2
Cn1c(=O)c2c(nc(SCCN3CCOCC3)n2Cc2ccccc2)n(C)c1=O	-3.6	-13	0.0	4.4	8	2	1	3	-2
O=C(NCc1ccco1)c1ccc(N2CCCC2=O)cc1	0.8	-5	1.0	2.1	3	4	-5	8	5
C[C@@H]1CN([C@H](C)CO)C(=O)c2cc(NS(=O)(=O)c3cn(C)cn3)ccc2O[C@H]1CN(C)C(=O)Nc1ccccc1	-2.9	10	1.0	-2.0&4.9	4	-3	-2	3	1
CC(C)c1ccc(NC(=O)C2C3C=CC4(O3)C2C(=O)N(CCCN2CCOCC2)C4C(=O)NC2CCCCC2)cc1 (stereo not given)	-1.4	-4	3.8	-2.6	-1	-3	12	9	-3
COc1cc2c(cc1OC)C(C)N(C(=O)c1cc3ccccc3o1)CC2 (stereo not given)	-3.7	0	-1.3	2.8	-13	-1	-1	2	5
O=C(CCn1c(=O)[nH]c2ccsc2c1=O)NCc1ccc(F)cc1	-1.0	0	-1.9	.	-4	4	-1	-5	-5
O=C(Nc1cccc(Cl)c1Cl)c1ccccc1NC(=O)C1CC=CCC1C(=O)O (stereo not given)	-3.0	-1	2.1	3.5	.	3	0	1	0
COc1ccc(N(C)S(=O)(=O)c2cccc3cccnc23)c(OC)c1	0.6	11	0.0	-0.6	1	2	1	9	2
O=C(NCCCN1CCCC1=O)NC1CCCCC1	-0.7	-15	-0.1	0.8	3	-15	-6	-5	4
CCOc1ccccc1N1CCN(C(=O)c2cccc(S(=O)(=O)N3CCOCC3)c2)CC1	-1.5	2	-2.1	-0.4	0	-1	-5	-6	-4
COc1cccc(CN2CCN(Cc3ccon3)CC2CCO)c1 (stereo not given)	-1.6	2	0.5	.	-4	3	2	-4	-3
COC(=O)c1cc(C(=O)OC)n(Cc2ccc(C)cc2)c1C	-2.3	1	.	.	-2	-2	-4	3	8
O=C(Cn1cc(C(F)(F)F)cc(Cl)c1=O)Nc1cccc(Cl)c1	-0.6	5	-0.3	.	9	-1	-4	-4	0
O=C(O)c1cn(Cc2ccccc2Cl)c2ccc(S(=O)(=O)N3CCOCC3)cc2c1=O	-3.3	6	-1.4	.	-1	1	-6	7	-7
CCCc1cc(=O)oc2c3c(cc(OCC(=O)N4CCC(C(=O)O)CC4)c12)OC(C)(C)CC3	-12	20	.	1.0	.	+	1	.	2
Cn1c(=O)c2c(ncn2CC(=O)N2CCN(c3ccccc3F)CC2)n(C)c1=O	-2.1	-7	0.0	1.2	12	-1	-4	-2	2
CC1CN(c2oc(-c3ccco3)nc2S(=O)(=O)c2ccccc2)CC(C)O1 (stereo not given)	-0.9	15	-2.9	0.9	-3	2	2	-2	0
COc1ccc(NC(=O)CSc2n[nH]c(CNc3cccc(C)c3)n2)cc1	-0.7	11	0.1	0.6	-8	0	-26	-15	10
Cc1ccc(NC(=O)CCC(=O)O)cc1F	-1.6	4	1.4	-2.1	4	2	5	0	-2
CN(CCOC(=O)c1cccc(Br)c1)C(C)(C)C	-0.7	7	3.7	-9.7	-3	9	2	-13	-5
CN(C(=O)COC(=O)c1cccs1)c1c(N)n(Cc2ccccc2)c(=O)[nH]c1=O	-0.1	2	4.0	0.5	3	0	1	-3	2
COc1ccc(C(=O)O/N=C(\N)c2ccccn2)cc1[N+](=O)[O-]	-0.2	11	0.4	-0.5	2	0	-2	6	-22
Cc1ccc(S(=O)(=O)NC2c3cccc4cccc(c34)C2Sc2nc(C)cc(C)n2)cc1 (stereo not given)	-7.5	-7	1.4	-1.7	-46	1	-8	-3	0
Cc1n[nH]c(C)c1Cc1ccc(C(=O)O)cc1	0.8	13	3.3	1.4	5	-2	-3	-5	5
CC(=O)Nc1ccc(S(=O)(=O)NC2CC(=O)N(c3ccc(C)c(C)c3)C2)cc1 (stereo not given)	-2.3	-7	0.1	3.4	-4	-1	.	-1	2
Cc1ccc(NC(=O)/C=C/C(=O)O)c([N+](=O)[O-])c1	-1.1	16	-0.3	-0.5	-4	3	4	5	5
CC(Cl)C(=O)NNc1cccc(Cl)n1 (stereo not given)	-0.1	-1	-0.5	0.3	2	2	-11	2	2
CC(NCC(=O)Nc1ccccc1C(=O)NC1CC1)c1ccc(F)cc1F (stereo not given)	-1.5	3	0.4	1.6	-6	1	-7	7	-1
C[C@@H](CO)NC(=O)[C@H]1O[C@@H](n2cnc3c(N)ncnc32)[C@H](O)[C@@H]1O	-0.7	.	.	-0.4	.	0	-4	.	.

Structural class, the entries above with a cyano group (three)
SMILES	FadD28 FP inh	GDH-TPI inh	UGM FP inh	BioA inh	Rv3671c inh	Mtb FBA inh	BoNT-F LC inh	MazF activator	PrPC TRFRET
Cc1ccc(Sc2ccc(N)cc2C#N)cc1	-0.9	4	-0.9	-1.5	-4	14	0	-1	3
CCOc1ccccc1N1CCN(c2nc3ccccc3nc2C(C#N)C(=O)OC)CC1 (stereo not given)	-0.4	-1	0.8	-0.9	3	11	1	-4	-8
CCOc1cc2c(C#N)c(N3CCCC3)nc(N)c2c(N)n1	2.0	9	0.1	-2.8	-8	6	1	8	-3

(continued)
SMILES	FadD28 FP inh	GDH-TPI inh	UGM FP inh	BioA inh	Rv3671c inh	Mtb FBA inh	BoNT-F LC inh	MazF activator	PrPC TRFRET
NC1=NC(=O)C(CC(=O)c2ccc(Cl)cc2)S1 (stereo not given)	-3.2	1	.	-0.9	-5	0	2	3	0
NC(=O)c1ccc(NC(=O)CSc2nc3ccccc3c(=O)n2CCCN2CCOCC2)cc1	-1.8	7	-3.4	4.7	-2	2	-2	-3	-3
c1cncc(-c2cnc3ccccc3c2)c1	-1.2	3	-2.2	5.4	4	-2	-5	7	-8
O=C(Nc1cc2nn(-c3ccccc3)nc2cc1Cl)c1ccco1	-1.6	38*	2.7	-1.6	-6	9	-8	-13	0
CCCOc1ccc(N2CC(C(=O)NC(C)C)CC2=O)cc1 (stereo not given)	-2.4	-3	0.1	-1.0	5	2	24	0	-7
CCOC(=O)C1CCCN(C(=S)Nc2cccc(Cl)c2C)C1 (stereo not given)	-1.2	7	-1.6	1.3	-4	1	-8	0	8
CN(C)CCOC(=O)c1cccc(Br)c1	0.8	1	1.7	-1.9	-7	-2	4	4	-1
O=[N+]([O-])c1ccc(N2CCOCC2)c([N+](=O)[O-])c1	-2.9	23	.	-0.8	.	-5	-4	14	-38
Cc1nc2nc(SCc3ccccc3)[nH]n2c(=O)c1CCC(C)C	0.3	10	0.4	0.0	-7	1	?	6	-7
Cc1ccc(Cn2nc(C)c(NC(=O)C3CC3)c2C)cc1	-1.9	-8	4.3	-0.6	-1	0	-2	-2	3
CCOc1ccccc1NC(=O)C(NCC1CCCCC1)c1ccccc1 (stereo not given)	-0.8	-2	4.9	.	2	-1	-6	-9	3
O=C(/C=C/c1ccccc1)Nc1nnc(-c2ccco2)o1	-2.7	45*	1.4	-0.1	13	-3	4	-23	3
COC(=O)c1ccccc1SC(CC(=O)c1ccccc1)c1ccc(F)cc1 (stereo not given)	-1.8	15	-1.2	-1.7	-5	-1	-2	-2	-1
CNC(=O)O/N=C/c1nn(C(=O)C(C)(C)C)cc1Br	-2.4	7	0.9	3.6	7	-3	?	0	-2

Single records, from the list above. Values in the order: FadD28 FP inh	GDH-TPI inh	UGM FP inh	BioA inh	Rv3671c inh	Mtb FBA inh	BoNT-F LC inh	MazF activator	PrPC TRFRET
Record of O=[N+]([O-])c1ccc(N2CCOCC2)c([N+](=O)[O-])c1 = -2.9	23	.	-0.8	.	-5	-4	14	-38
Record of Cc1ccc(Cn2nc(C)c(NC(=O)C3CC3)c2C)cc1 = -1.9	-8	4.3	-0.6	-1	0	-2	-2	3

Source: PubChem BioAssay
